Compound activity from PubChem.
GC-A act: GC-A (human) enzyme activation. 370,000 compounds, 0.14% hits. HEK293 GC-A cells, cGMP TR-FRET, EC30 ANP; 0% at EC30 ANP, 100% saturating ANP. P16066. activation, % at 10 µM; in the data active = activation above about 40%
Target sequence (P16066 whole entry, looked up): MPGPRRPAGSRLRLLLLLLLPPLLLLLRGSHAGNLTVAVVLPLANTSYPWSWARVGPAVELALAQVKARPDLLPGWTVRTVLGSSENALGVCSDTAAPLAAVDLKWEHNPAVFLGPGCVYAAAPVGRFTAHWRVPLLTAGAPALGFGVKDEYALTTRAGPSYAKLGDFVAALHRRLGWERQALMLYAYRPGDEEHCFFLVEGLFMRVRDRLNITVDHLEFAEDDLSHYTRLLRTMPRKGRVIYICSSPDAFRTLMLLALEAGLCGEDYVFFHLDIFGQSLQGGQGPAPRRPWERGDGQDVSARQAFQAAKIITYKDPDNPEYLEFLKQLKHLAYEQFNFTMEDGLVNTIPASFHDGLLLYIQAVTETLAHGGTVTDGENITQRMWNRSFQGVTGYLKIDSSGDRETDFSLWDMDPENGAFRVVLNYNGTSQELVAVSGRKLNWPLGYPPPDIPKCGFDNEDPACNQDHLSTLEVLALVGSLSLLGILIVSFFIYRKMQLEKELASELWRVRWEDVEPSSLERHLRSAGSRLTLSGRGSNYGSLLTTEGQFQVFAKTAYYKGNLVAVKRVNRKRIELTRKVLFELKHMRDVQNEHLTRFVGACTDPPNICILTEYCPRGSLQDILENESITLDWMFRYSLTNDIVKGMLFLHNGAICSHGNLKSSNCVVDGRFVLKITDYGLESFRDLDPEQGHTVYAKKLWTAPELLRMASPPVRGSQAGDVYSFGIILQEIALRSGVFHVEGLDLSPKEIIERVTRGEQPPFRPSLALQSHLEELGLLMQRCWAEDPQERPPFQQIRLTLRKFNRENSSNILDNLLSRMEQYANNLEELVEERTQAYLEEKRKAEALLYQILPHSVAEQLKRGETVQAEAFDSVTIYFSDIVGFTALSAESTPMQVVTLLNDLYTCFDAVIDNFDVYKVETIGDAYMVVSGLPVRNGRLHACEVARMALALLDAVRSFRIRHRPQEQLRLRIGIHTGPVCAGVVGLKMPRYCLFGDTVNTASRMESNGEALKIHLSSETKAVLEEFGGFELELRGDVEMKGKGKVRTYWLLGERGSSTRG
hcDAF-12 act: H. contortus DAF-12 activation, primary screen. HEK293 hcDAF-12 lit1-tk-luc reporter, luminescence; 0% DMSO, 100% Δ7-dafachronic acid. activation, % at 6.8 µM. 370,000 compounds, 1.4% hits. AID 652067;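 active = activation above the mean of all tested compounds plus 3 SD, cut at about 5.5% in these data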;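 note: 100% = response to 3 µM Δ7-dafachronic acid high control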
PG9 Ab binder: PG9 antibody binding by small molecule; inhibition, % at 6.7 µM; TR-FRET gp120-PG9 antibody binding; AID 624416; 360,000 compounds, 0.43% hits; in the data active = inhibition above about 8.5%
DAX1 inh-1: DAX1 (NR0B1) inhibition, primary screen; HEK293T StAR-luciferase reporter, SF-1/DAX-1 repression relief; inhibition, % at 6.8 µM; 370,000 compounds, 1.1% hits; AID 652010;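 active = inhibition above the mean over all tested compounds plus 3 SD, cut at about 3.6% in these data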;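 note: 0% = DAX-1 cells with DMSO and 100% = cells lacking DAX-1 with DMSO; higher inhibition means more luminescence from relief of DAX-1 repression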
SMARCA2 activ: increases SMARCA2 function in MMTV reporter cells; activation, % at 9.1 µM; MG213 cells, MMTV-luciferase reporter, dexamethasone, overnight; 370,000 compounds, 1% hits; in the data active = activation above about 7.8%;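 note: 0% = vehicle wells and 100% = reference activator wells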
DAX1 inh-2: inhibitors of human orphan nuclear receptor DAX1 (NR0B1) | P51843 | HEK293 Gal4-DAX1 luciferase reporter, luminescence | inhibition, % at 6.75 µM | 340,000 compounds, 0.99% hits | AID 504766;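 active = inhibition above the mean over all tested compounds plus 3 SD, cut at about 4.2% in these data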;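 note: 0% = DAX1-transfected cells with DMSO and 100% = empty-vector control cells with DMSO; inhibition shows as a rise in luminescence from relieved DAX1 repression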
ADAM10 inh: inhibits human ADAM10; recombinant ADAM10, EDANS/DABCYL FRET peptide cleavage, 3 h; 370,000 compounds, 0.62% hits; O14672; inhibition, % at 7 µM; AID 720582;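 active = inhibition above a per-campaign cutoff equal to the mean of compounds falling between control-based bounds plus 3 SD, cut at about 20% in these data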;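 note: 0% = DMSO wells while the 100% control is not disclosed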
FXN GAA850 act: increases GAA850 frataxin promoter reporter activity. AID 540364. HEK293 lucGAA850 FXN promoter luciferase reporter, 24 h; percent of 10 µM SAHA response. 360,000 compounds, 0.56% hits. activation, % at 6 µM;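 active = activation above the average of all compounds screened plus 3 SD, cutoff fixed separately per campaign, cut at about 7.5% in these data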;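 note: 0% = DMSO wells and 100% = 10 µM SAHA wells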
hgDAF-12 ag: activates the H. glycines DAF-12 receptor ligand-binding domain; HEK293 GAL4-hgDAF12 UAS-luciferase reporter, agonist luminescence; normalized to butyrate control; activation, % at 6.8 µM; 370,000 compounds, 1.8% hits; AID 687014;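 active = activation above a cutoff set at the mean of all screened compounds plus 3 SD, cut at about 10% in these data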;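 note: 0% = DMSO wells and 100% = sodium butyrate wells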
ADAM17 inh: inhibits human ADAM17 | P78536 | recombinant ADAM17, EDANS/DABCYL FRET peptide cleavage | inhibition, % at 6.95 µM | 370,000 compounds, 0.83% hits | AID 720648;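 active = inhibition above the mean of compounds lying between control limits plus 3 SD, set per campaign, cut at about 8.5% in these data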;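 note: 0% = DMSO-only wells as the low control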
ssDAF-12 act: activates DAF-12 receptor from parasite S. stercoralis | HEK293 ssDAF-12/GRIP1 lit1-tk-luc reporter, luminescence; % of 3 µM dafachronic acid response | activation, % at 6.8 µM | 370,000 compounds, 1% hits;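 active = activation above the mean over all tested compounds plus 3 SD, cut at about 0.9% in these data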;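 note: 0% = DMSO-only wells and 100% = 3 µM delta7-dafachronic acid wells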
An asterisk follows results filed as active; i = inactive; nt = no result given. Outcome played no part in choosing rows. Share with any hit: about 6.8%.

smiles	hgDAF-12 ag	DAX1 inh-1	ADAM10 inh	ssDAF-12 act	FXN GAA850 act	DAX1 inh-2	PG9 Ab binder	hcDAF-12 act	SMARCA2 activ	ADAM17 inh	GC-A act
Cc1ccccc1CC(=O)Nc1ccc2c(C)cc(=O)oc2c1	-0.1	0.1	-306	-1.7	0.6	0.4	0.2	-0.6	-2	-101	-2
C=Cc1ccc(Cn2c(C)c(C(=O)NCc3ccc4c(c3)OCO4)sc2=O)cc1	1.4	-0.4	0	-1.8	0.2	nt	-2.1	-0.5	-1	3	-4
CCOC(=O)C1=CCN(S(=O)(=O)c2ccc(Cl)cc2)C1c1cccc(C)c1 (stereo not drawn)	-1.0	-0.8	-3	-0.9	nt	nt	-0.8	-2.4	-5	1	-9
O=C(Cc1ccc(Cl)cc1)Nc1ncc([N+](=O)[O-])s1	8.6	1.5	2	-0.8	3.3	0.4	-0.9	3.4	0	-1	0
CC(C)(C)c1cc(CCC(=O)Nc2ccncc2)cc(C(C)(C)C)c1O	-1.3	0.4	8	-1.0	1.7	-0.7	-2.8	-1.0	1	1	2
COc1ccccc1OCC(=O)Nc1ccc(Cl)cc1	0.6	0.4	9	-0.9	0.6	0.7	0.1	-0.2	3	0	2
Cc1cc(O)cc(C)c1Cl	3.1	-0.2	5	-1.2	-0.6	0.9	-1.5	-1.0	0	-5	3
Cc1onc(-c2c(Cl)cccc2Cl)c1C(=O)NCc1ccco1	-2.0	0.0	7	-0.9	0.1	-0.1	-0.4	-0.5	-3	-1	-1
Cc1ccc(Cl)cc1NC(=O)[C@@H]1CCC(=O)N1C1OC(=O)c2ccccc21 (stereo partly drawn)	-1.2	-0.7	-5	-1.2	-0.6	3.1	0.1	-0.6	1	0	0
CCCc1nnc(NC(=O)CCC(=O)NC2CCCc3ccccc32)s1 (stereo not drawn)	0.7	0.1	-4	-0.9	1.4	-0.3	0.7	3.5	-3	-2	-4
O=C(O)CN1C(=O)/C(=C\c2cccc(OCc3ccccc3)c2)SC1=S	-3.2	0.0	1	-1.4	4.3	-0.3	-1.6	-0.1	3	0	-2
COc1ccc(N(CC(=O)NCc2ccc(F)cc2)C(=O)c2snc(C(N)=O)c2N)cc1OC	-0.8	0.2	-2	-0.6	1.4	-2.1	-0.5	-2.6	-1	-6	0
COc1ccc(CCn2c(=S)[nH]c3ccc(N4CCOCC4)cc3c2=O)cc1OC	0.3	-0.3	-17	-1.7	2.7	-0.6	-1.6	-0.5	0	-12	11
Cc1cnc(NC(=O)C(C)N2C(=O)C3CC=CCC3C2=O)s1 (stereo not drawn)	0.9	0.1	0	-0.8	0.0	0.8	0.4	-1.2	4	1	1
O=[N+]([O-])c1ccc(SCCO)nc1SCCO	0.1	0.0	-2	-0.7	0.6	1.9	-0.3	-1.3	-1	-2	2
NS(=O)(=O)c1ccc(NCc2cc(Cl)ccc2OCc2ccc(F)cc2)cc1	6.5	-0.8	16	-1.9	1.6	0.0	-0.2	2.3	-4	9.3*	-13
CCCn1c(C)nnc1SCC(=O)NC1CCCCC1	0.3	-0.2	-14	-1.1	0.8	0.0	0.5	-0.9	0	-1	2
Cc1cc(/C=C2/C(=N)N3C(=NC2=O)SN=C3S(C)(=O)=O)c(C)n1-c1ccccc1F	6.6	3.0	-15	-0.5	7.1	0.7	0.1	4.0	4	1	3
C=CCOc1ccc(C2C(C#N)=C(N)N(Nc3ccccc3)C3=C2C(=O)CC(C)(C)C3)cc1OC (stereo not drawn)	-2.1	-0.6	-314	-1.0	-2.9	-0.7	-0.1	-1.7	-1	-134	-9
Cc1ccc(S(=O)(=O)N2CC=C(C(=O)NCCC(C)C)CC2)cc1	-1.0	0.3	-2	-1.0	-0.1	-0.6	0.5	-2.1	-2	-8	-3
COc1ccc2c(c1)C(C)CC(C)(C)N2C(=O)NC1CCCCC1 (stereo not drawn)	-0.2	0.0	0	-1.6	0.1	0.1	-3.5	1.0	-2	-2	-4
COCCOC(=O)c1cc(C(=O)c2cc(F)ccc2O)coc1=N	1.1	0.0	-294	-0.7	0.7	-0.7	-1.9	-2.0	3	-73	-1
CCN(CC)C(=O)C1=C(C)Nc2ncnn2C1c1cccnc1 (stereo not drawn)	3.9	-0.2	-1	-1.0	1.0	2.2	1.2	0.3	-4	-6	-1
COc1cc(NS(=O)(=O)c2ccc(N/C=C(\C=O)c3nc4ccccc4o3)cc2)nc(OC)n1	3.4	0.4	-1	-0.3	-1.9	1.5	-1.4	2.9	1	-7	0
O=C1C(Cl)=C(NC(=O)c2ccccc2)C(=O)C(Cl)=C1NC(=O)c1ccccc1	-4.4	-1.5	-5	-0.6	-8.3	-3.6	-4.0	-1.2	-8	-1	31

Molecules above that have two or more sulfur atoms:
smiles	hgDAF-12 ag	DAX1 inh-1	ADAM10 inh	ssDAF-12 act	FXN GAA850 act	DAX1 inh-2	PG9 Ab binder	hcDAF-12 act	SMARCA2 activ	ADAM17 inh	GC-A act
O=C(O)CN1C(=O)/C(=C\c2cccc(OCc3ccccc3)c2)SC1=S	-3.2	0.0	1	-1.4	4.3	-0.3	-1.6	-0.1	3	0	-2
O=[N+]([O-])c1ccc(SCCO)nc1SCCO	0.1	0.0	-2	-0.7	0.6	1.9	-0.3	-1.3	-1	-2	2
Cc1cc(/C=C2/C(=N)N3C(=NC2=O)SN=C3S(C)(=O)=O)c(C)n1-c1ccccc1F	6.6	3.0	-15	-0.5	7.1	0.7	0.1	4.0	4	1	3

Continuation:
smiles	hgDAF-12 ag	DAX1 inh-1	ADAM10 inh	ssDAF-12 act	FXN GAA850 act	DAX1 inh-2	PG9 Ab binder	hcDAF-12 act	SMARCA2 activ	ADAM17 inh	GC-A act
COc1ccccc1-c1nc(SCC(=O)O)n[nH]1	2.0	-0.1	-4	0.2	-1.7	0.3	-1.9	4.1	-4	-2	1
CC(C)(C)C1CCC(=O)N2CCC[C@]2(c2ccccc2)C1 (stereo partly drawn)	0.4	-1.2	1	-1.2	nt	nt	-0.2	-0.1	-1	2	-2
COc1ccccc1OCCOC(=O)Nc1ccccc1	0.3	-0.6	3	-0.9	3.0	0.2	-2.9	3.0	5	-1	1
O=c1[nH]cnc2cc(Cl)ccc12	2.1	-0.1	-8	-0.9	-0.1	0.8	1.0	-1.1	-1	-3	-2
COc1ccc2cc(C(=O)NCCO)sc(=O)c2c1OC	2.4	0.0	-16	-0.5	1.2	-1.5	-0.2	1.8	0	-4	2
O=C(CCC(=O)c1ccc(Br)cc1)Nc1cccc(C(F)(F)F)c1	-2.9	0.0	-2	-1.5	-1.2	1.4	0.9	-0.4	-1	2	-1
COc1cccc2[nH]c3c(Cl)ncnc3c12	-0.5	-0.3	i	-0.4	4.6	0.0	-0.9	-2.2	0	-354	13
Cn1c(=O)c2c(nc(Cl)n2Cc2ccc(Cl)c(Cl)c2)n(C)c1=O	1.4	-0.3	4	-1.1	0.2	-0.9	1.0	1.5	0	-3	5
Cc1ccc(N2C(=O)CC(N3CCN(c4ccccn4)CC3)C2=O)cc1 (stereo not drawn)	1.6	-0.2	-7	-1.2	-0.1	-1.1	0.1	-1.8	-4	-1	1
O=C(Nn1cnnc1)c1cc(-c2cccc(Br)c2)nc2ccccc12	2.1	0.9	3	-1.4	-0.2	0.6	-0.3	-0.8	6	0	-2
COc1ccc(C(OC(=O)c2ccco2)C(=O)NCc2ccc(C)cc2)cc1 (stereo not drawn)	2.5	-1.2	8	-0.1	-2.2	-0.5	0.6	-1.0	-2	0	-4
CC1CCN(S(=O)(=O)c2ccc(NC(=O)C3CCN(C(=O)c4ccco4)CC3)cc2)CC1	-0.1	0.2	12	-0.7	-1.4	-1.6	1.8	-3.6	-5	8	-2
CN(C(=O)COC(=O)c1nn(C)c(=O)c2ccccc12)c1c(N)n(Cc2ccccc2)c(=O)[nH]c1=O	1.7	-1.1	-3	-0.8	-2.3	1.2	0.6	-0.4	0	-2	5
N#Cc1ccccc1NC(=O)COC(=O)/C=C/c1ccc(S(=O)(=O)N2CCOCC2)cc1	-1.9	0.3	5	-1.4	1.1	1.4	1.1	-1.1	1	-1	-2
Cn1cc(C(=O)c2ccc(Cl)cc2)cc1-c1nc2ccccc2n1C	-2.5	-3.0	12	-1.9	-2.8	-1.7	-0.5	-4.6	-3	-1	3
CCNc1nc(CSc2ccccc2)nc2sc(C)c(C)c12	-3.6	-0.3	7	-1.9	18*	-1.8	0.5	-1.3	-1	4	7
Cc1nnc(SCc2cc(=O)[nH]c(/N=C(\N)Nc3ccccc3Sc3ccccc3)n2)s1	0.3	-0.3	-1	-0.6	3.5	1.0	0.1	0.0	-2	0	0
Cc1ccc(C)c(N2CCN(C(=O)CCS(=O)(=O)c3ccc4c(c3)NC(=O)C(C)S4)CC2)c1 (stereo not drawn)	-1.0	0.0	-6	-0.5	-1.6	0.4	-1.4	-1.9	-4	-6	-29

Some values from the results shown.
`CC1CCN(S(=O)(=O)c2ccc(NC(=O)C3CCN(C(=O)c4ccco4)CC3)cc2)CC1` | ssDAF-12 act = -0.7
`O=C(CCC(=O)c1ccc(Br)cc1)Nc1cccc(C(F)(F)F)c1` | FXN GAA850 act = -1.2
